# Source: PubChem (several laboratories)
# hcDAF-12 act: activates DAF-12 receptor from parasite H. contortus. HEK293 hcDAF-12 lit1-tk-luc reporter, luminescence; 0% DMSO, 100% Δ7-dafachronic acid. activation, % at 6.8 µM. 1.4% of 370,000 active. AID 652067;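 active = activation above the mean of all tested compounds plus 3 SD, cut at about 5.5% in these data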;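 note: 100% = response to 3 µM Δ7-dafachronic acid high control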
# GC-B act: GC-B (human) receptor activation | activation, % at 10 µM | 0.11% of 370,000 active | HEK293-GC-B cells, CNP EC30, cGMP TR-FRET; 0% at EC30 CNP, 100% saturating CNP;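 active = activation at 10 µM reaching about 35% in either raw or pattern-adjusted values, limit read from the data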
# ssDAF12 agonist: activates DAF-12 receptor from parasite S. stercoralis; activation, % at 6.8 µM; HEK293 ssDAF-12/GRIP1 lit1-tk-luc reporter, luminescence; % of 3 µM dafachronic acid response; AID 652126; 1% of 370,000 active;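 active = activation above the mean over all tested compounds plus 3 SD, cut at about 0.9% in these data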;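 note: 0% = DMSO-only wells and 100% = 3 µM delta7-dafachronic acid wells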
# hgDAF-12 ag: agonists of H. glycines DAF-12 nuclear receptor | HEK293 GAL4-hgDAF12 UAS-luciferase reporter, agonist luminescence; normalized to butyrate control | activation, % at 6.8 µM | 1.8% of 370,000 active | AID 687014;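 active = activation above a cutoff set at the mean of all screened compounds plus 3 SD, cut at about 10% in these data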;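 note: 0% = DMSO wells and 100% = sodium butyrate wells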
# FXN GAA850 act: activators of GAA850 frataxin (FXN) promoter; HEK293 lucGAA850 FXN promoter luciferase reporter, 24 h; percent of 10 µM SAHA response; activation, % at 6 µM; 0.56% of 360,000 active;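 active = activation above the average of all compounds screened plus 3 SD, cutoff fixed separately per campaign, cut at about 7.5% in these data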;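 note: 0% = DMSO wells and 100% = 10 µM SAHA wells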
# GC-A act: GC-A (human) enzyme activation; P16066; HEK293 GC-A cells, cGMP TR-FRET, EC30 ANP; 0% at EC30 ANP, 100% saturating ANP; activation, % at 10 µM; 0.14% of 370,000 active; AID 1671463; in the data active = activation above about 40%
# DAX1 inh-1: inhibits human nuclear receptor DAX1; P51843; HEK293 Gal4-DAX1 luciferase reporter, luminescence; inhibition, % at 6.75 µM; 0.99% of 340,000 active; AID 504766;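 active = inhibition above the mean over all tested compounds plus 3 SD, cut at about 4.2% in these data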;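 note: 0% = DAX1-transfected cells with DMSO and 100% = empty-vector control cells with DMSO; inhibition shows as a rise in luminescence from relieved DAX1 repression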
# Target sequence (P51843 207-470 limits assumed): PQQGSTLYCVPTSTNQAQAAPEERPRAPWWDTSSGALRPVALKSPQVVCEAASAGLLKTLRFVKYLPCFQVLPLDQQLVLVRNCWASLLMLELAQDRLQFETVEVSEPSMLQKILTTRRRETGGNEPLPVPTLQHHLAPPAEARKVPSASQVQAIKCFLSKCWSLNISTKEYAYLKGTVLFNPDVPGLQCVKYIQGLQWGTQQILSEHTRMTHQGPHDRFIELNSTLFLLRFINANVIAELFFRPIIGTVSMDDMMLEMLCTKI
# DAX1 inh-2: DAX1 (NR0B1) inhibition, primary screen | inhibition, % at 6.8 µM | 1.1% of 370,000 active | AID 652010 | HEK293T StAR-luciferase reporter, SF-1/DAX-1 repression relief;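 active = inhibition above the mean over all tested compounds plus 3 SD, cut at about 3.6% in these data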;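 note: 0% = DAX-1 cells with DMSO and 100% = cells lacking DAX-1 with DMSO; higher inhibition means more luminescence from relief of DAX-1 repression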
# SMARCA2 act: SMARCA2 function activation, primary screen; MG213 cells, MMTV-luciferase reporter, dexamethasone, overnight; activation, % at 9.1 µM; 1% of 370,000 active; AID 652017; in the data active = activation above about 7.8%;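 note: 0% = vehicle wells and 100% = reference activator wells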
# ADAM10 inh: ADAM10 inhibition, QFRET primary screen | 0.62% of 370,000 active | recombinant ADAM10, EDANS/DABCYL FRET peptide cleavage, 3 h | inhibition, % at 7 µM | O14672;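 active = inhibition above a per-campaign cutoff equal to the mean of compounds falling between control-based bounds plus 3 SD, cut at about 20% in these data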;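 note: 0% = DMSO wells while the 100% control is not disclosed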
# sPLA2-III inh: Blocks human group III sPLA2 activity; 0.56% of 370,000 active; Q9NZ20; inhibition, % at 12.2 µM; AID 743126; QFRET BODIPY PC-A2 liposome hydrolysis, fluorescence;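 active = inhibition above mean plus 3 SD of compounds lying within the high and low control bounds, cut at about 19% in these data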;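 note: 0% = median of test compound wells and 100% = no enzyme DMSO wells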
# Target sequence (Q9NZ20 whole entry, looked up): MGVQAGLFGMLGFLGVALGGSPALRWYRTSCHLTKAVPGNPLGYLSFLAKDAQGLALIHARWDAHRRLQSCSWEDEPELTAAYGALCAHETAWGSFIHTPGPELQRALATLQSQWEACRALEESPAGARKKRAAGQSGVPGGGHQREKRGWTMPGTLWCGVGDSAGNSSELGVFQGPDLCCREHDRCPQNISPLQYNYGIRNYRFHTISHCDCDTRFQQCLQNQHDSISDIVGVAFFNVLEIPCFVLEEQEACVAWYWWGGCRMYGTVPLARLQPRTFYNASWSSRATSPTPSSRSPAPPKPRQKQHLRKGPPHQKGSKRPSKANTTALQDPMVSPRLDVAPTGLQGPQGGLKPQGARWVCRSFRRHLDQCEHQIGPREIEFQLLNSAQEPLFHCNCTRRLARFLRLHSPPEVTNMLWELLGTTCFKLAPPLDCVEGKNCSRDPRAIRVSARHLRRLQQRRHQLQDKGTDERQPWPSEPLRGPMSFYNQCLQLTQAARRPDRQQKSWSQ
# Active calls of the source: *; nt = no result given.
SMILES,hcDAF-12 act,GC-B act,ssDAF12 agonist,hgDAF-12 ag,FXN GAA850 act,GC-A act,DAX1 inh-1,DAX1 inh-2,SMARCA2 act,ADAM10 inh,sPLA2-III inh
CC(NC(=O)CCC(=O)Nc1ccccc1O)c1ccccc1 (centres undefined),0.1,9.3,-0.6,-2.2,0.3,1.7,nt,0.7,1.0,1.9,-6.7
COc1ccc2ccccc2c1/C=N/NC(=O)c1cccc([N+](=O)[O-])c1,1.0,0.0,-1.2,0.6,2.1,5.0,-0.6,-0.4,-3.3,-6.9,5.3
CCOC(=O)[C@@H]1[C@H]2COc3ccc(Br)cc3[C@H]2N2C(=O)N(c3ccc(C)cc3)C(=O)[C@]12C,-1.5,3.0,-1.4,-1.8,-1.3,-1.2,-0.1,0.2,-0.8,14.4,-6.7
O=C(O)c1cnn2c(C(F)(F)F)cc(-c3ccco3)nc12,0.6,4.7,-1.2,-0.1,3.5,-6.0,-0.1,-0.4,-3.6,-33.5,11.7
CCCN(CCC)CC(O)COc1ccc([N+](=O)[O-])cc1 (centres undefined),0.4,-3.3,-0.3,-0.7,0.9,-0.7,-0.7,0.2,0.4,-3.5,2.0
CN(C1CCCCC1)S(=O)(=O)c1ccc2c(c1)c(=O)c(C(=O)NCCCN1CCCC1)cn2C,0.8,-2.8,-1.5,1.8,-0.4,2.0,4.9*,1.1,1.8,-8.2,0.0
CCOC(=O)c1c(Cc2ccc(Cl)cc2)c[nH]c1C,0.7,-2.3,-0.4,12.8*,5.5,4.2,3.5,1.9,4.7,12.3,-3.0
N#Cc1c(-c2ccccc2)cc(-c2ccccc2)nc1SCC(=O)NCC(=O)O,1.0,7.1,-0.6,0.2,0.2,2.7,-1.4,-0.7,-4.0,-46.5,-16.3
COc1ccccc1N1CCN(C2=Nc3cccc4cccc2c34)CC1,-1.1,-1.5,-0.3,13.5*,4.3,4.0,-0.1,4.0*,9.2*,-8.2,-5.0
COCCCNC(=S)N/N=C/c1cccc(OC)c1O,0.1,10.6,-0.3,2.2,-0.2,1.8,nt,-0.3,2.0,-31.4,11.5
CCc1ccc(NS(=O)(=O)c2ccc3oc(=O)ccc3c2)cc1,-3.4,0.5,-1.4,1.3,-1.9,-3.1,-0.3,-0.4,-2.5,5.5,-21.0
COC(=O)c1ccccc1NS(=O)(=O)c1ccc(Cl)nc1,-1.1,-1.7,-1.2,2.0,0.4,1.4,0.3,-0.8,-5.2,-17.3,10.6
Cc1ccc(-n2c(SCC(=O)N3CCCCC3)nc(O)cc2=O)cc1,2.7,-1.2,-0.4,6.0,1.8,-3.4,0.7,1.2,7.5,-24.6,-4.8
O=C(Cn1nnc2ccccc21)C1CC1,-1.1,-0.1,-1.3,-0.4,-0.5,6.5,0.4,-0.2,2.1,-6.8,2.6
CC(=O)Nc1cc2c(cc1[N+](=O)[O-])OCCO2,-1.6,-5.8,-1.0,0.8,-1.6,-2.3,0.0,0.3,0.4,5.1,4.2
CC(C)C[C@@H](CNCC(=O)[C@H](CC(C)C)NC(=O)c1[nH]cnc1C(=O)N[C@@H](C)CN)NC(=O)c1nc[nH]c1C(=O)N[C@@H](Cc1ccccc1)C(=O)O,-0.4,-2.3,-0.7,0.8,-0.7,5.4,0.7,-0.2,-2.5,-10.3,-10.9
COc1cc(NC(=O)c2cccnc2SC)cc(OC)c1OC,-1.9,-2.3,-1.4,0.6,2.9,-3.7,-0.8,-0.2,0.7,-8.5,-1.4
O=C(CN1CCC(O)(c2ccc3c(c2)OCO3)CC1)NC1CCCCC1,-0.1,0.2,-1.4,0.9,-0.9,3.3,3.8,0.9,-5.0,6.4,7.8
COc1ccccc1CNc1nc(Oc2cccc(F)c2)c2sccc2n1,-1.5,-5.5,-1.5,0.9,2.0,-8.4,nt,-1.8,-4.6,-17.7,-13.3
CCc1nnc(NC(=O)CSc2nc3c([nH]c4ccccc43)c(=O)n2CCOC)s1,3.7,-4.3,-0.1,1.3,-0.9,16.1,-0.5,-0.3,-2.6,-8.7,6.7

# Some of these compounds in order of formula weight, low to high.
SMILES,hcDAF-12 act,GC-B act,ssDAF12 agonist,hgDAF-12 ag,FXN GAA850 act,GC-A act,DAX1 inh-1,DAX1 inh-2,SMARCA2 act,ADAM10 inh,sPLA2-III inh
CC(=O)Nc1cc2c(cc1[N+](=O)[O-])OCCO2,-1.6,-5.8,-1.0,0.8,-1.6,-2.3,0.0,0.3,0.4,5.1,4.2
COCCCNC(=S)N/N=C/c1cccc(OC)c1O,0.1,10.6,-0.3,2.2,-0.2,1.8,nt,-0.3,2.0,-31.4,11.5
CCc1ccc(NS(=O)(=O)c2ccc3oc(=O)ccc3c2)cc1,-3.4,0.5,-1.4,1.3,-1.9,-3.1,-0.3,-0.4,-2.5,5.5,-21.0
COc1cc(NC(=O)c2cccnc2SC)cc(OC)c1OC,-1.9,-2.3,-1.4,0.6,2.9,-3.7,-0.8,-0.2,0.7,-8.5,-1.4
Cc1ccc(-n2c(SCC(=O)N3CCCCC3)nc(O)cc2=O)cc1,2.7,-1.2,-0.4,6.0,1.8,-3.4,0.7,1.2,7.5,-24.6,-4.8
N#Cc1c(-c2ccccc2)cc(-c2ccccc2)nc1SCC(=O)NCC(=O)O,1.0,7.1,-0.6,0.2,0.2,2.7,-1.4,-0.7,-4.0,-46.5,-16.3
CCOC(=O)[C@@H]1[C@H]2COc3ccc(Br)cc3[C@H]2N2C(=O)N(c3ccc(C)cc3)C(=O)[C@]12C,-1.5,3.0,-1.4,-1.8,-1.3,-1.2,-0.1,0.2,-0.8,14.4,-6.7

# New compounds follow:
SMILES,hcDAF-12 act,GC-B act,ssDAF12 agonist,hgDAF-12 ag,FXN GAA850 act,GC-A act,DAX1 inh-1,DAX1 inh-2,SMARCA2 act,ADAM10 inh,sPLA2-III inh
COc1cc(C(=O)NNC(=O)Cc2ccc(S(=O)(=O)N3CCOCC3)s2)cc(OC)c1OC,-0.5,2.7,-1.0,0.0,-1.9,0.8,0.7,-1.0,-2.5,0.6,-15.7
CCOc1ccc(/C=C2/Sc3ccc(C(=O)NCC4CCCO4)cc3N(C)C2=O)cc1OC (centres undefined),-4.0,8.5,-1.8,-4.7,2.3,10.1,-0.4,-2.2,2.3,-10.7,-14.6
CC(C)NS(=O)(=O)c1ccc(OCC(=O)N2CCCC2)cc1,-1.3,1.6,-1.6,-2.0,-0.2,1.6,-0.4,0.0,-2.1,2.9,10.5
Cc1cc(C)nc(-n2nc(C)cc2NC(=O)CNC2CCCCC2)n1,-1.1,-5.1,-1.2,-3.2,-0.6,5.2,-0.6,0.5,-1.7,0.7,9.8
O=C(Cc1ccccc1)Nn1cnc2ccccc21,0.8,3.4,-1.3,1.3,2.4,3.9,0.3,0.5,-0.7,-2.2,1.8
CC1(C(=O)NS(=O)(=O)c2ccccc2)CCN1C(=O)C1(c2ccccc2)CCCC1 (centres undefined),-2.2,0.3,-1.0,-0.9,2.1,3.1,nt,0.7,-1.0,2.8,-1.6
COc1ccc(C(=O)Nn2cnnc2)cc1OC,-0.2,3.0,-0.8,0.8,2.2,0.5,2.0,0.1,0.2,-2.4,4.9
CN(CCN1CCOCC1)C(=O)C1CCC(=O)N(Cc2ccc(Cl)cc2)C1 (centres undefined),0.4,0.7,-1.2,4.5,0.7,0.8,-0.1,0.8,-5.0,-3.9,6.2
CC(c1ccccc1)n1c(-c2ccccc2F)n[nH]c1=S (centres undefined),-1.2,-1.5,-1.5,-1.8,0.9,-3.5,-0.4,-0.1,-5.2,15.2,24.0*
O=c1c2ccccc2ncn1CCCSc1ccc(Cl)cc1,0.2,-8.1,-1.1,-1.4,0.9,-3.1,-0.6,-0.2,-0.5,7.3,-3.5
C[C@H](CO)N1C[C@H](C)[C@@H](CN(C)CC2CCCCC2)Oc2c(NC(=O)C3CC3)cccc2C1=O,-1.2,0.1,-1.6,1.4,0.0,-3.9,-0.9,0.3,0.1,-6.5,-5.1
Cc1ccc(-n2nc(C(=O)N/N=C/c3cccc(C(F)(F)F)c3)c3ccccc3c2=O)cc1C,0.3,0.4,-1.2,0.2,nt,-5.7,nt,0.2,0.7,-3.7,-2.5
CCCCn1c(N2CCCC2)nc2c1c(=O)[nH]c(=O)n2C,-0.4,-0.5,-0.9,1.4,4.1,5.7,0.6,-0.1,1.7,-3.3,5.0
COc1ccc(CCNC(=O)CC(C)(C)CC2=NS(=O)(=O)c3ccccc3N2)cc1OC,-2.1,3.9,-1.1,4.0,1.5,2.3,0.7,-1.1,-1.1,-2.0,2.8
Cc1nn(S(=O)(=O)c2cccs2)c(C)c1Sc1ccc([N+](=O)[O-])cc1,-1.4,-6.4,-1.5,-1.2,-2.7,1.4,-2.3,-0.8,-3.6,10.1,11.4
CCCn1cc(CN2CCC(N3CCC(C(=O)N4CCOCC4)CC3)CC2)c(C)n1,0.2,-0.7,0.0,-1.6,0.8,-1.1,0.3,0.2,1.7,-2.4,5.5
COc1ccc(-n2cnc(=S)[nH]c2=S)cc1,2.5,6.9,0.4,3.4,2.1,5.6,-0.5,-1.2,13.6*,-5.6,6.2
NC(=O)c1ccc(NC(=O)COC(=O)c2ccc3c(c2)OCCO3)cc1,-0.6,-3.5,-0.5,-2.4,1.0,1.9,2.2,-0.4,-2.2,-5.2,7.5
O=C(c1ccccc1)C(Nc1cccc([N+](=O)[O-])c1)c1ccccc1 (centres undefined),-2.2,-6.3,-1.2,-0.4,-1.1,-8.8,0.2,-0.2,-2.4,3.1,-2.0
C[N+](C)(C)CCCN(Cc1ccc2c(c1)OCO2)C(=O)NC1CCCCC1,-0.2,2.9,-1.0,-2.2,1.0,6.5,-1.0,0.0,-3.1,-2.6,2.8
C[C@@H](NC(=O)C1(c2ccccc2)CCN(C(=O)OC(C)(C)C)CC1)C(=O)N[C@@H](Cc1ccccc1)C(=O)O,-1.3,1.9,-1.0,0.4,-1.0,2.7,2.0,0.9,1.3,-5.8,-6.0
CC(C)OCCCn1c(=NC(=O)c2ccncc2)c(C#N)cc2c(=O)n3ccccc3nc21,-1.1,3.8,-1.5,-1.0,-1.3,-4.4,1.1,0.3,-2.8,-67.7,11.3
S=C(NCCCn1ccnc1)Nc1ccc(Cl)cc1Cl,0.4,0.9,-0.7,-1.4,0.2,-0.1,0.0,-0.3,-3.4,-7.9,-2.3
CSc1ccc(CNc2cccc3ccccc23)cc1,-2.9,nt,-1.9,-3.5,-4.0,nt,-1.9,-1.6,-1.7,-137.8,3.3
Cc1ccc(NC2=NC(c3ccc(O)cc3)n3c(nc(C)cc3=O)N2)cc1 (centres undefined),-0.4,2.8,-1.3,-0.3,-1.1,5.0,2.7,1.0,-2.3,-13.9,-5.2
